EPAC2 antagonist = EPAC2 (human) antagonism. EPAC2 GEF exchange of Rap1B-BODIPY-GDP, fluorescence. actives 0.18% (n = 360,000). Potency, µM (doses to about 114 µM), for the others: at the highest dose activity, negative = inhibition, usual class: inhibitors. AID 720708. Q8WZA2; also: potency is read from the fitted curve at half-maximal effect; % is scaled to controls: 0 for no effect and ±100 for the full control effect; nearly all actives have a fitted effect of over 45% in size; many of its hits are not listed in these tables
Target sequence (Q8WZA2 whole entry, looked up): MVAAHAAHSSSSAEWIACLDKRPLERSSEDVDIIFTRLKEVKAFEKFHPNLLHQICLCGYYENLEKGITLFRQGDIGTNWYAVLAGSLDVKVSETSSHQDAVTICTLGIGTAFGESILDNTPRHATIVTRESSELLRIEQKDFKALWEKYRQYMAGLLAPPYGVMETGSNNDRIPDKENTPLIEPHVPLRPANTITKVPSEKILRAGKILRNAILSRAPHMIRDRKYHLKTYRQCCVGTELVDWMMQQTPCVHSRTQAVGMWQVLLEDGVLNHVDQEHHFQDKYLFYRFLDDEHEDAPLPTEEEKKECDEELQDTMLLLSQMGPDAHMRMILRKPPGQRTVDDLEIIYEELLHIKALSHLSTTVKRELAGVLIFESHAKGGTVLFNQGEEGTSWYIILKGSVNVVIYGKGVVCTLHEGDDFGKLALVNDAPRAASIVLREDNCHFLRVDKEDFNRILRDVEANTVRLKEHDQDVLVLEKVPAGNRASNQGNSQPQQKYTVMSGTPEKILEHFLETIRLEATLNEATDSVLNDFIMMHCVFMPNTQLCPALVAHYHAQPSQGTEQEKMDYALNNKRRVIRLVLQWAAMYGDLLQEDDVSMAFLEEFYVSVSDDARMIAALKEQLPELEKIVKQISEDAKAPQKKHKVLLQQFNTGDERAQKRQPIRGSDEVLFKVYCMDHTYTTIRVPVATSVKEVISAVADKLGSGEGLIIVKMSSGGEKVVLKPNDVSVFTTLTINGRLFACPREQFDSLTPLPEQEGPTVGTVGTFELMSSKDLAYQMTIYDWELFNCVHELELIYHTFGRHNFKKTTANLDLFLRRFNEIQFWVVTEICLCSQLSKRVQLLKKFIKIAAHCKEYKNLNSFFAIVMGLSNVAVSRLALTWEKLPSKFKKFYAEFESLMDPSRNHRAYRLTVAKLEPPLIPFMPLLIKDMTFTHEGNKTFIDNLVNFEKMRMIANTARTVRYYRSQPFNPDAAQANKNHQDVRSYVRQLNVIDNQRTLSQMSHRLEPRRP
PTHR1 ag = activates the human parathyroid hormone receptor PTHR1. Q03431. HEK293 GP2 PTHR1 cells, GloSensor cAMP luminescence, 1 h. Potency, µM (highest dose often 115 µM), without a hit: at the highest dose activation, hits mostly activators. actives 0.075% (n = 410,000); also: potency is read from the fitted curve at half-maximal effect; nearly all actives have a fitted effect of over 55% in size; some results filed as inactive show a strong effect at the top dose; inactives centre near -15; many of its hits are not listed in these tables
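HEK-293-derived GP2 cells expressing PTHR1 and a GloSensor cAMP reporter, 3,000/well, plated overnight, given luciferin plus IBMX (each 0.5 mM as added) for 1 h at 37 °C, then compound for 1 h at 37 °C. Luminescence was read after 15 min at room temperature.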
DRD3 antagonist = antagonists of human D3 dopamine receptor; AID 652054; actives 2.5% (n = 360,000); max response, negative = inhibition, %; D3R cells, DiscoveRx beta-arrestin luminescence, antagonist mode; hits give low values; P35462; in the data active = max response below about -50%; inconclusive = no clear call, values can overlap the other calls; also: % is scaled to controls: 0 for no effect and ±100 for the full control effect; mostly tested at two doses, the higher about 12 µM
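Cells plated overnight at 1500 cells/well, then exposed to library compounds with dopamine controls for 90 minutes at 37 degrees C. DiscoveRx reagent added for 30–60 minutes at room temperature; luminescence read, quantitative HTS format.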
DRD3 agonist = activates the human D3 dopamine receptor; P35462; D3R DiscoveRx beta-arrestin cells, luminescence, 90 min; max activation, %; actives 0.58% (n = 410,000); AID 652048; in the data active = max activation above about 30%; also: 0% is about no effect; mostly tested at two doses, the higher about 12 µM
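Cells at 1500/well, incubated overnight, then treated with pinned compounds (dopamine as control) for 90 min at 37 degrees C. DiscoveRx reagent added for 30 - 60 minutes at room temperature; luminescence read.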
Akt phos inh = blocks phosphorylation of Akt | Neuro2A IGF-stimulated pAkt S473 HTRF, 20 min; hits give low values | activity change, % for hits at 50 µM | actives 0.32% (n = 360,000) | AID 651550; in the data active = activity change below about -80%; inconclusive = mostly about -51% to -80%; also: % is scaled to controls: 0 for no effect and ±100 for the full control effect
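Neuro2A cells in DMEM with 0.5% FBS, overnight at 37 deg C, given compound at single 50 µM final, then IGF (6 nM final) for 20 min at 37 deg C. Lysed; phospho-Akt Ser473 by HTRF after 24 h, 665/615 ratio.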
EPAC2 agonist = activates human EPAC2 exchange factor; Q8WZA2; EPAC2 activation, biochemical qHTS; response scale: 100% = 6.5 mM cAMP response; Potency, µM (doses to about 154 µM), without a hit: top-dose activation, actives largely listed as activators; actives 0.079% (n = 360,000); AID 720711; also: potency is read from the fitted curve at half-maximal effect; nearly all actives have a fitted effect of over 50% in size
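qHTS, titration series. 100 nM EPAC2 / 250 nM Rap1B-BODIPY-GDP / 50 uM GDP; RT; ex 480/em 540 nm, 5-min reads to 30 min. Norm. to 6.5 mM cAMP = activation.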
CCT modulator = changes cytosolic chaperonin activity | activity change, % (concentration not given with the values), hits read low | actives 0.3% (n = 360,000) | AID 651819 | purified chaperonin ATPase assay, HTRF ADP detection, 30 min; in the data active = activity change below about -30%; also: % is scaled to controls: 0 for no effect and ±100 for the full control effect
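Nucleotide hydrolysis assay: TRiC at 20–40 nM final (set by batch activity) with 10 uM ATP, 30 min at 37 °C, in presence of 76 uM compound. Detection by competitive ADP HTRF, 30 min ambient.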
Mm-Cpn inhibitor = inhibitors of Methanococcus maripaludis chaperonin (MmCpn); purified Mm-Cpn ATPase, ADP Transcreener TR-FRET; Potency, µM (top dose mostly 76.9 µM), without a hit: at the top dose activity, negative = inhibition, most hits filed as inhibitors; actives 0.031% (n = 330,000); AID 504842; also: potency is read from the fitted curve at half-maximal effect; % is scaled to controls: 0 for no effect and ±100 for the full control effect; nearly all actives have a fitted effect of over 80% in size
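25 nM Mm-CPN + cpd, 10 min 37°C; + 10 uM ATP, 30 min 37°C; buffer 30 mM Tris pH 7.4, 100 mM KCl, 5 mM MgCl2, 1 mM DTT; Transcreener ADP HTRF detection 30 min RT.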
Starred values were filed as active, the others as inactive; i = inactive; ? = inconclusive; . = not tested or not shown; & = joins results of further samples; [ ] = dose if it differs, or a comment. Unless noted, calls follow the shape of the dose curve; as a rule, active = well fitted curve in the direction sought with a large enough effect; inconclusive = small, poorly fitted or top-dose-only effect, or another doubt; inactive = no such curve, though single readings can be large; an effect the other way counts as inactive or inconclusive. This is a subset; count on the stated rates, not on these rows.

cpd	mol	EPAC2 antagonist	PTHR1 ag	DRD3 antagonist	DRD3 agonist	Akt phos inh	EPAC2 agonist	CCT modulator	Mm-Cpn inhibitor
1	CCOC(=O)[C@H]1[C@H]2COc3ccc(OC)cc3[C@H]2N2C(=O)CNC(=O)[C@@]12C	-5%	-24%	3	-5	i	2%	0.5	0%
2	CC(C)(C)S(=O)N1Cc2ccc(CO)cc2[C@H]1CCO (stereo partly drawn)	12%	i	8	7	i	2%	-1.4	.
3	Cc1ccc(C(=O)Nc2ccccc2C(=O)O)cc1S(=O)(=O)Nc1ccc(Br)cc1	2%	i	77	34*	i	13%	0.3	.
4	COc1ccc(N(CC(=O)N2CCN(c3ccc(F)cc3)CC2)S(=O)(=O)c2c(C)noc2C)cc1	-3%	-38%[inhibitor]	9	4&4	i	-1%	0.1	1%
5	CC(C)C1N=C2c3ccccc3N=C(SCC(=O)NCCc3ccc(S(N)(=O)=O)cc3)N2C1=O (stereo not drawn)	5%	i	-2	-5	i	3%	-0.3	-4%
6	COc1ccc(OC)c2[nH]c(=O)c(CCNS(=O)(=O)c3ccc(F)cc3)cc12	7%	-14%	7	6	i	-5%	0.2	0%
7	CC1Cc2ccccc2N1S(=O)(=O)c1cnc[nH]1 (stereo not drawn)	20%	i	4	-2	i	1%	2.4	0%
8	COC1(OC)N=C(N)C2(C#N)C(c3ccccc3)NC(C)=CC12C#N (stereo not drawn)	-2%	-36%	23	6	i	1%	-3.7	1%
9	COCCN1CC(C(=O)NCc2ccccc2-n2ccnc2C)CCC1=O (stereo not drawn)	6%	-25%	-18	-8	i	3%	0.6	1%
10	CCn1c(SCC(=O)Nc2nc(C)c(C)s2)nnc1-c1cccnc1	-1%	-24%	-9	11	i	10%	-0.7	0%
11	CC(C)OCCCNC(=O)c1ccccc1Oc1ccccc1	7%	-35%[inhibitor][57.5 µM]	19	0	i	3%	-1.8	1%
12	CCN(CC)c1ccc(NC(=O)Cn2cc3c(n2)CCC(C)C3)c(C)c1 (stereo not drawn)	-8%	-39%[inhibitor]	2	0	i	1%	-0.7	0%
13	O=[N+]([O-])c1ccccc1-c1ccc(C(=S)N2CCCC2)o1	-18%	-25%	?	-21	i	-1%	-2.0	0%
14	N=c1ccn2c(n1)OC1C(O)C(CO)OC12 (stereo not drawn)	7%	-2%	15	3	i	-3%	1.9	0%
15	CCOC(=O)Nc1ccc(S(=O)(=O)NC2CCCCC2)cc1	-3%	-3%	0	8	i	1%	1.5	1%
16	COc1ccccc1CNC(=O)C1CCCN1S(=O)(=O)c1cccc2cccnc12 (stereo not drawn)	9%	i	1	3	i	-1%	-1.7	4%
17	Cc1ccc(C(=O)COC(=O)C2CC(=O)N(c3nc(-c4ccccc4)cs3)C2)cc1C (stereo not drawn)	14%	i	18	4	i	8%	1.9	1%
18	O=C(c1ccc(CNc2c(N3CCCC3)c(=O)c2=O)cc1)N1CCc2ccccc2C1	?	-24%	-18	-1	i	-1%	-3.6	0%
19	COc1ccc(C(=O)NCc2ccc(C(=O)NCC(OC)OC)cc2)cc1OC	2%	i	3	12	i	2%	2.8	-2%
20	CCOC(Cn1ccc(=O)[nH]c1=O)OCC	5%	21%	0	-1	i	-1%	-0.2	1%
21	COc1cc(C(=O)NNC(=O)c2cccn2C)cc(OC)c1OC	8%	-4%	14	17	i	-3%	-19	0%
22	COc1ccc(-c2oc3ccccc3c2C(=O)OCc2ccccc2OC)cc1	16%	-18%	0	-18	i	7%	-1.9	-7%
23	CN(Cc1ccc(OC(F)F)cc1)C(=O)/C=C/c1ccc(S(=O)(=O)N2CCOCC2)cc1	2%	-35%[inhibitor]	2	-4	i	8%	-0.4	-2%
24	COc1ccccc1CN=C1NC(=O)C(CC(=O)Nc2ccc(C(C)=O)cc2)S1 (stereo not drawn)	-14%	-25%	-3	53*	i	3%	-2.0	-1%
25	O=C(NCc1ccco1)C(=O)NCC1OCCCN1S(=O)(=O)c1ccccc1 (stereo not drawn)	14%	i	?	-1	i	3%	-1.2	1%
26	COCCN(C(=O)COc1ccccc1)c1nnc(-c2cccnc2)s1	1%	-5%[57.5 µM]	0	-6	i	1%	-1.9	1%
27	CCn1nc(C(=O)Nc2ccc(S(=O)(=O)Nc3nccs3)cc2)c2ccccc2c1=O	-5%	i	-18	-2	i	12%	-0.9	-23%
28	O=C(COc1coc(CN2CCCc3ccccc32)cc1=O)Nc1ccc([N+](=O)[O-])cc1	3%	-79%[inhibitor]	6	0	i	-1%	1.7	-1%
29	Nn1c(SCC(=O)N2CCCCC2)nnc1-c1ccncc1	2%	i	14	-2	i	3%	-1.8	0%
30	CC(C)(C)c1ccc(C(=O)NC(=O)COC(=O)c2ccc(Br)o2)cc1	-3%	i	-4	3	i	-11%	-2.7	-21%

Quoted at random: two entries already listed
cpd	mol	EPAC2 antagonist	PTHR1 ag	DRD3 antagonist	DRD3 agonist	Akt phos inh	EPAC2 agonist	CCT modulator	Mm-Cpn inhibitor
23	CN(Cc1ccc(OC(F)F)cc1)C(=O)/C=C/c1ccc(S(=O)(=O)N2CCOCC2)cc1	2%	-35%[inhibitor]	2	-4	i	8%	-0.4	-2%
28	O=C(COc1coc(CN2CCCc3ccccc32)cc1=O)Nc1ccc([N+](=O)[O-])cc1	3%	-79%[inhibitor]	6	0	i	-1%	1.7	-1%

10 of these compounds, set out differently.
Screens in order – EPAC2 antagonist | PTHR1 ag | DRD3 antagonist | DRD3 agonist | Akt phos inh | EPAC2 agonist | CCT modulator | Mm-Cpn inhibitor
(1) CCOC(=O)[C@H]1[C@H]2COc3ccc(OC)cc3[C@H]2N2C(=O)CNC(=O)[C@@]12C
    -5% | -24% | 3 | -5 | i | 2% | 0.5 | 0%
(2) CC(C)(C)S(=O)N1Cc2ccc(CO)cc2[C@H]1CCO (stereo partly drawn)
    12% | i | 8 | 7 | i | 2% | -1.4 | .
(3) Cc1ccc(C(=O)Nc2ccccc2C(=O)O)cc1S(=O)(=O)Nc1ccc(Br)cc1
    2% | i | 77 | 34* | i | 13% | 0.3 | .
(4) COc1ccc(N(CC(=O)N2CCN(c3ccc(F)cc3)CC2)S(=O)(=O)c2c(C)noc2C)cc1
    -3% | -38%[inhibitor] | 9 | 4&4 | i | -1% | 0.1 | 1%
(5) CC(C)C1N=C2c3ccccc3N=C(SCC(=O)NCCc3ccc(S(N)(=O)=O)cc3)N2C1=O (stereo not drawn)
    5% | i | -2 | -5 | i | 3% | -0.3 | -4%
(6) COc1ccc(OC)c2[nH]c(=O)c(CCNS(=O)(=O)c3ccc(F)cc3)cc12
    7% | -14% | 7 | 6 | i | -5% | 0.2 | 0%
(7) CC1Cc2ccccc2N1S(=O)(=O)c1cnc[nH]1 (stereo not drawn)
    20% | i | 4 | -2 | i | 1% | 2.4 | 0%
(8) COC1(OC)N=C(N)C2(C#N)C(c3ccccc3)NC(C)=CC12C#N (stereo not drawn)
    -2% | -36% | 23 | 6 | i | 1% | -3.7 | 1%
(9) COCCN1CC(C(=O)NCc2ccccc2-n2ccnc2C)CCC1=O (stereo not drawn)
    6% | -25% | -18 | -8 | i | 3% | 0.6 | 1%
(10) CCn1c(SCC(=O)Nc2nc(C)c(C)s2)nnc1-c1cccnc1
    -1% | -24% | -9 | 11 | i | 10% | -0.7 | 0%

Later entries.
cpd	mol	EPAC2 antagonist	PTHR1 ag	DRD3 antagonist	DRD3 agonist	Akt phos inh	EPAC2 agonist	CCT modulator	Mm-Cpn inhibitor
31	CCN(C(=O)COC(=O)CCS(=O)(=O)c1ccc(C)cc1)C1CCS(=O)(=O)C1 (stereo not drawn)	1%	-6%	-5	-4	i	7%	-1.8	1%
32	CCOC(=O)N1CCN(C(=O)c2ccc3c(c2)NC(=O)C(N2CCOCC2)S3)CC1 (stereo not drawn)	3%	i	-12	0	i	3%	-1.1	?
33	Cc1nc(-c2ccc(F)cc2)c(CC(=O)N2CCN(S(=O)(=O)c3cccc(F)c3)CC2)s1	12%	i	1	-13	i	6%	1.7	-2%
34	CC(C)[C@H](NC(=O)N1CCn2c1nc1ccccc12)C(=O)NC1CC1	4%	-3%	11	2	.	7%	-4.5	-1%
35	COc1cc(C2C(C#N)=C(N)Oc3c2c(-c2ccccc2)nn3-c2ccccc2)cc(OC)c1OC (stereo not drawn)	9%	-34%[inhibitor]	0	1	i	8%	3.5	0%
36	CCOC(=O)Cc1csc(NC(=O)CSc2nc(=O)[nH]c3c2CCCC3)n1	2%	-26%	-2	11	i	-1%	-5.0	-4%
37	Cc1ccc2c(c1)c1ncn(CCC3=CCCCC3)c(=O)c1n2C	-4%	i	3	1	i	3%	-3.3	0%
38	Cc1nn(CCCC(=O)NCCc2ccccc2)c(=O)c2nccn12	-6%	i	1	-1	i	4%	0.9	1%
39	Cc1cc(C)nc(SCc2ccc(C(=O)NNC(=O)Nc3cccc(Cl)c3)cc2)n1	-24%	-69%[inhibitor]	-58*	-6	i	-14%	1.9	2%
40	CC1CCCN(C(=O)C2CCN(S(=O)(=O)c3ccccc3)CC2)C1 (stereo not drawn)	5%	i	1	6	i	-3%	0.8	3%
41	CCN(CC)C(=O)Cn1cc(C(=O)C(=O)NCc2cccs2)c2ccccc21	-4%	-39%	-22	5	i	2%	0.3	-10%
42	CCOc1ccc(Cl)cc1CNCCCSc1ncccn1	0%	i	-7	-17	i	11%	-0.1	2%
43	O=C(CC1C(=O)NCCN1CC(c1ccccc1)c1ccccc1)NCC1CCOCC1 (stereo not drawn)	26%	i	-1	-3	i	8%	-3.3	1%
44	CC(NC(=O)OCc1ccccc1)C(=O)NCC(=O)NC(Cc1ccc(OC(C)(C)C)cc1)C(=O)OC(C)(C)C (stereo not drawn)	-14%	i	15	6	i	-9%	0.9	-2%
45	O=C(Nc1nnc(SCc2c(Cl)cccc2Cl)s1)C1CCCO1 (stereo not drawn)	-3%	i	3	-9	i	20%	-4.6	1%
46	COc1ccc(OC)c(-c2cc(C(=O)Nc3c(C)nn(Cc4ccccc4C)c3C)no2)c1	-5%	i	21	33*	i	6%	-3.6	-2%
47	CN(C)CCNC(C(=O)Nc1cc(Cl)cc(Cl)c1)c1ccccc1 (stereo not drawn)	14%	i	9	-7	i	2%	-0.9	-2%
48	CCCC(O)(CCC)C(=O)NN1CCCCC1	2%	i	-14	3	.	-5%	-0.8	1%
